ERp5 block: inhibitors of ERp5-driven insulin aggregation, primary screen, biochemical, turbidity, absorbance 650 nm, single point. inhibition, % at 9.99 µM. actives 0.05% (n = 350,000). 90 min. Protein disulfide-isomerase A6 (Homo sapiens), Q15084;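 active = mean replicate inhibition above about 25%, with every replicate also reaching it, limit read from the data, passing the limit was not always enough; inconclusive = only one of those two criteria met; inactive = neither criterion met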
Target sequence (Q15084 whole entry, looked up): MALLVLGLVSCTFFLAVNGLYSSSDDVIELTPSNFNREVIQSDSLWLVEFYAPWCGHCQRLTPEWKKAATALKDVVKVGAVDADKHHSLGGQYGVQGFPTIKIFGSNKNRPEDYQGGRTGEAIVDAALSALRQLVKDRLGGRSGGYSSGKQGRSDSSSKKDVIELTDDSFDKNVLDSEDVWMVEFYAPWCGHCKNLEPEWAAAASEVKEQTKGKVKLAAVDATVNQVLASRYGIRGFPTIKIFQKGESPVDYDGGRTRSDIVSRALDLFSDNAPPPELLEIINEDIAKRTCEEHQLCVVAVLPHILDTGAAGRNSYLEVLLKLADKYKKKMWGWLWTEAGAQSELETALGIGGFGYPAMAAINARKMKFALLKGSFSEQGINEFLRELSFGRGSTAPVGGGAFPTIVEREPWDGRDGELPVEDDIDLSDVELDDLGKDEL
RAD52 inh: RAD52 DNA annealing inhibitors, primary screen, biochemical, FRET, single point, set 2 | DNA repair protein RAD52 homolog (Homo sapiens), P43351 | recombinant RAD52 DNA annealing, FRET fluorescence | inhibition, % at 18.7 µM | actives 0.46% (n = 360,000);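 active = every replicate showing at least 50% inhibition; inconclusive = mean inhibition at least 50% but not in every replicate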
E-selectin induc: E-selectin induction in HUVECs, primary screen, imaging, HUVEC, immunofluorescence imaging, single point. P16581. normalized: neutral wells 0, TNF-alpha wells 100. activation, % at 7.58 µM. actives 0.37% (n = 260,000). AID 686992, 2013;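 active = mean E-selectin-positive cell signal at least 10% of the positive control, reached in at least 60% of replicates, without over 20% cell loss; inconclusive = no rule given, readout overlaps actives, possibly toxicity-flagged; inactive = the rest, including those meeting only one limit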;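 also: in these data hits start at about 27%; measured in HUVEC primary endothelial cells; signal is the percent of cells scored E-selectin positive by PE staining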
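Material: HUVEC primary endothelial cells; Amount: 3,000 cells per well; Dosing: single concentration; Medium: EGM-2 growth medium on 0.1% gelatin-coated wells; Read-out basis: percent E-selectin-positive cells; Signal: immunofluorescence imaging; Control set: TNF-alpha, DMSO.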
esBAF inh: Bmi1 luciferase reporter increase in mESCs, primary screen, esBAF inhibitor project, mouse ES cells, Bmi1 luciferase knock-in, single point; 24 h; 100% = twice the neutral-well signal; reporter increase, % at 12.5 µM; actives 2% (n = 350,000); AID 602393, 2012; in the data active = activation above about 40%; inconclusive = no clear call, values can overlap the other calls;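 also: 0% = median of the plate's neutral control wells and 100% = double that signal; a rise in the Bmi1 reporter signal indicates esBAF inhibition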
ARNT-TACC3 inh: disruptors of ARNT/TACC3 protein interaction, primary screen, biochemical, AlphaScreen, single concentration; Transforming acidic coiled-coil-containing protein 3 (Homo sapiens), Q9Y6A5; AlphaScreen His-ARNT PAS-B/GST-TACC3 binding, luminescence; TACC3 fragment carries E629A point mutation; inhibition, % at 9.99 µM; actives 0.66% (n = 390,000);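 active = mean inhibition of replicates at least 50% and at least half of replicates each reaching 50%; inconclusive = half or more replicates reach 50% but mean below 50%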;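 also: 0% = complete ARNT plus TACC3 wells and 100% = ARNT alone without TACC3; many hits fall short of the cut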
PglD DTNB: C. jejuni PglD acetyltransferase inhibitors, primary screen, biochemical, DTNB colorimetric, single point; purified PglD enzyme, DTNB colorimetric CoA detection; inhibition, % at 12.5 µM; actives 0.098% (n = 360,000); AID 602405, 2012; UDP-N-acetylbacillosamine N-acetyltransferase PglD (Campylobacter jejuni); in the data active = inhibition above about 16%, passing the limit was not always enough; inconclusive = no clear call, values can overlap the other calls; also: strong numbers were not always called active
RAD54 branch: inhibitors of human RAD54 branch migration, primary screen, biochemical, fluorescence, single point | DNA repair and recombination protein RAD54-like (Homo sapiens), Q92698 | RAD54 Holliday junction branch migration, FAM/BHQ fluorescence | inhibition, % at 10.4 µM | actives 0.14% (n = 360,000);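 active = mean normalized replicate activity at least 40 and at least half of replicates scoring 40 or more; inconclusive = only one of the two criteria met; inactive = mean below 40 and under half of replicates reaching 40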;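 also: 0% = median of neutral control wells and 100% = median of positive control wells; inhibitors cause a drop in the FAM fluorescence signal; in these data hits start at about 50%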
Casp6 inh: human caspase-6 inhibitors, primary screen, biochemical, VEID-R110 fluorescence, single point, set 2; actives 0.53% (n = 350,000); inhibition, % at 12.5 µM; AID 686996, 2013; purified caspase-6, Z-VEID-R110 cleavage fluorescence; P55212;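 active = mean inhibition across replicates at least about 35%, with every replicate also reaching that limit, limit read from the data; inconclusive = only one of the two criteria met; inactive = neither criterion met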;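 also: 0% = median of neutral control wells and 100% = no fluorescence left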
Target sequence (P55212 24-179 limits assumed): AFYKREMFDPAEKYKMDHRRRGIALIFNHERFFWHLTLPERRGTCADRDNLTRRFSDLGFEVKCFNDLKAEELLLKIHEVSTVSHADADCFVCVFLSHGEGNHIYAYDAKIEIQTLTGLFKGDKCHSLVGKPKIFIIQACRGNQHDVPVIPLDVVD
Target sequence (P55212 194-293 limits assumed): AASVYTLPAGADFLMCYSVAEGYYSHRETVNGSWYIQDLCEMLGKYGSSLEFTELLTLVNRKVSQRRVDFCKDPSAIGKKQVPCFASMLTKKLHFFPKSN
The depositor's hits bear a star; u = inconclusive; x = not tested or not shown.

Results follow in this order: ERp5 block	RAD52 inh	E-selectin induc	esBAF inh	ARNT-TACC3 inh	PglD DTNB	RAD54 branch	Casp6 inh
COc1ccccc1CNC(=O)C(CCSC)NC(=O)C1CCC(C)CC1 (centres undefined)
→ x	x	x	15	-1	-2	5	x
O=C(NC1CCC1)[C@H]1[C@H](CO)[C@H]2Cn3c(cccc3=O)[C@@H]1N2CC1CCCC1
→ 7	2	-0.3	x	x	x	x	-1
C[C@H]1CN([C@@H](C)CO)C(=O)c2cc(NC(=O)NC3CCCCC3)ccc2O[C@@H]1CN(C)C(=O)NC1CCCCC1
→ 4	7	0.3	-1	-6	4	-3	x
CC1CC(C)CN(CC(O)COCc2ccccc2)C1 (centres undefined)
→ -2	-10	-0.4	-5	-15	0	5	1
COc1ccc(C2C(C#N)=C(N)Oc3cc(O)ccc32)cc1Cl (centres undefined)
→ 2	-20	x	-8	6	-4	0	7
COc1ccc(-c2nsc3c(N4CCN(S(=O)(=O)c5ccccc5F)CC4)ncnc23)cc1
→ x	x	x	5	1	-6	9	x
c1ccc(CN2CCN(c3nc(-c4ccccn4)nc4ccccc34)CC2)cc1
→ x	x	x	-3	-3	-2	-9	x
CCCCN(C)c1nc(-c2ccco2)c2c(c1C#N)CC(C)(C)OC2
→ -4	-26	-0.1	3	x	-4	-2	6
CC(=O)c1ccc(N2CCN(C(=O)COc3ccc(F)cc3)CC2)c(F)c1
→ x	x	x	1	0	-1	6	x
CN1C(=O)c2cc(NC(=O)c3cc(F)cc(F)c3)ccc2OC[C@@H]2O[C@@H](CC(=O)O)CC[C@H]21
→ -2	1	0.0	6	-7	-2	-2	1
CCOc1cc(/C=C2/C(=O)N(c3ccccc3)N=C2C)ccc1OC(=O)c1ccco1
→ x	x	x	-16	8	-5	5	x
COCCN(Cc1ccco1)C(=O)Cn1ncc2c(=O)oc3ccccc3c21
→ 0	-9	2.9	x	-3	x	x	-6
CC1CCCN(Cc2nc3c(c(=O)n(C)c(=O)n3C)n2CC(N)=O)C1 (centres undefined)
→ x	x	x	1	1	2	-3	x
COc1ccc(NC2=C(NC(C)=O)C(=O)c3ccccc3C2=O)cc1
→ 2	-1	u	0	-5	-3	-15	12
O=C(O)CCC(=O)Nc1ccc(NC(=O)c2ccc(Cl)cc2Cl)c(Cl)c1
→ -4	-3	1.0	-3	-1	x	x	2
COc1ccc(C2=NN3C(C2)c2ccccc2OC32C(=O)N(C)c3ccccc32)cc1 (centres undefined)
→ x	x	x	16	-3	4	-3	x
Cc1ccc(C)c(NC(=O)N2CCc3ccccc3C2)c1
→ 2	-9	-0.1	38	0	2	2	-1
O=C(Nc1cccc(Cl)c1Cl)C1CCCC1
→ -1	-6	0.1	2	28	11	-6	0
COc1ccc(C2(CNC(=O)CCC(=O)O)CCCC2)cc1
→ x	x	x	-5	-10	-4	-8	x
Cc1ccc(OCC(=O)NCCNC(=O)c2ccncc2)cc1C
→ -1	-9	0.2	1	-19	-5	-6	1
CC(=O)c1sc(N/N=C2\CC3CC2C(C)C3(C)C)nc1C (centres undefined)
→ -3	-23	0.6	x	20	x	x	-1
CCOc1nc2cnccc2n(CC(=O)Nc2ccccc2F)c1=O
→ 1	-62	x	4	-25	-2	0	0
O=C([C@H]1[C@H](CO)[C@H]2Cn3c(ccc(C4=CCCC4)c3=O)[C@@H]1N2C(=O)c1ccncc1)N1CCCCC1
→ 2	-6	0.0	1	3	-2	7	2
COC(=O)C1(C(C[N+](=O)[O-])c2ccc(C)cc2)C(=O)NCC1c1ccco1 (centres undefined)
→ 0	-17	-0.3	x	x	-3	9	1
O=C(Nc1ccn(CCCN2CCN(c3ccccc3)CC2)c(=O)n1)OCc1ccccc1
→ -3	3	0.0	1	x	1	4	-5
N#Cc1ccccc1C[C@H](N)C(=O)NC[C@H]1O[C@@H](n2ccc(N)nc2=O)[C@H](O)[C@@H]1O
→ -3	-6	-0.4	2	x	x	x	-5
Cc1sc2ncnc(N3CCC(C(=O)Nc4sc5c(c4C(N)=O)CCC(C)C5)CC3)c2c1C (centres undefined)
→ -6	2	x	-6	3	4	-5	1
COc1ccc(C(=O)N(CC(=O)NC(C)(C)C)c2ccc3c(c2)OCCO3)cc1OC
→ x	x	x	14	-1	6	-4	x
C[C@@H]1CN([C@H](C)CO)S(=O)(=O)c2ccc(C3=CCCCC3)cc2O[C@@H]1CN(C)Cc1cccc(C(=O)O)c1
→ -2	0	0.4	5	16	9	1	-1
O=C(C[C@H]1C[C@H]2c3cc(NC(=O)c4cccnc4)ccc3O[C@H]2[C@H](CO)O1)NC1CCCCC1
→ -1	0	0.3	0	7	3	7	4
COc1ccc2sc(N(CCCN(C)C)C(=O)c3ccc(S(=O)(=O)N4CCc5ccccc5C4)cc3)nc2c1
→ -13	3	-0.2	2	9	-3	7	-1
CCCN(C)C[C@@H]1Oc2cc(-c3ccc(C)cc3)ccc2S(=O)(=O)N([C@H](C)CO)C[C@@H]1C
→ -2	4	0.2	-7	-9	1	-2	5
CCOC(=O)N1CCN(C(=O)c2ccc3c(c2)N=C(C)c2cc(Cl)ccc2S3)CC1
→ -1	-13	x	6	-1	-5	0	-1
C/C=C/c1ccccc1[C@@H]1[C@H](C#N)N(C(=O)CN2CCOCC2)[C@H]1CO
→ 3	-3	0.0	x	x	x	x	2
O=C(COC(=O)C1CCC1)Nc1cccc(Cl)c1
→ -1	-1	3.2	-12	-1	x	x	-1
CC(OC(=O)C1CC1C)C(=O)Nc1ccc(Cl)cn1 (centres undefined)
→ 2	-18	0.0	-8	x	-9	4	2
Cc1ccc(S(=O)(=O)Nc2ccc3c(c2)C(=O)N([C@@H](C)CO)C[C@H](C)[C@H](CN(C)S(=O)(=O)c2ccccc2)OCCCC[C@H](C)O3)cc1
→ -1	22	0.2	0	14	-1	-1	0
C[C@@H]1CCCCO[C@@H](CN(C)Cc2ccccc2)[C@H](C)CN([C@H](C)CO)C(=O)c2cc(NC(=O)CCCN(C)C)ccc2O1
→ 6	6	-0.1	-1	-2	2	9	0
Cc1cccnc1NC(N)=S
→ 12	-7	0.0	x	-3	x	x	x
N#CC1(c2nc3ccccc3[nH]2)CC1c1ccc2c(c1)OCO2 (centres undefined)
→ x	x	x	-4	3	5	-2	x
COc1ccc(-c2nc(CC(=O)Nc3cccc(S(=O)(=O)NC4=NCCC4)c3)cs2)cc1
→ 5	-25	0.3	-4	1	-4	-9	0
COc1cc(NC(=O)COC(=O)CNC(=O)C23CC4CC(CC(C4)C2)C3)cc(OC)c1
→ -1	-15	0.7	2	-2	-1	6	4
Cc1ccc(NC(=O)CSCC(=O)N(C)Cc2c(F)cccc2Cl)cc1
→ 1	-13	-0.1	3	x	-4	-4	-4
COc1ccc(N(CC(=O)Nc2cccc(C)c2C)S(=O)(=O)c2c(C)[nH]c(=O)[nH]c2=O)cc1
→ 2	-26	2.9	x	0	3	6	0
CN1CCN(C(=O)c2ccc(C(F)(F)F)cc2)CC1
→ 3	-19	x	x	-4	x	x	-3
O=c1[nH]cc(S(=O)(=O)N2CCN(c3ccc(F)cc3)CC2)c(=O)[nH]1
→ 3	-3	x	-1	x	-5	-10	0
CO[C@H]1CN(C)C(=O)c2ccc(NC(=O)C3CCCC3)cc2OC[C@@H](C)N(C(C)=O)C[C@H]1C
→ -1	-2	0.0	0	-1	11	6	0
O=C(c1ccccc1F)N1CC(=O)N2[C@@H](CO)[C@H](c3ccc(-c4ccccc4)cc3)[C@@H]2C1
→ -7	-17	0.1	x	x	x	x	-1
COc1cc(C)c(C(=O)CSc2nnc(CNC(=O)c3ccco3)n2C)cc1C
→ -3	-13	0.0	-5	3	3	1	-3
OC[C@@H]1[C@@H](c2ccc(C#Cc3ccccc3F)cc2)[C@@H]2CN(Cc3cncnc3)CCCCN12
→ 2	11	-0.1	6	-1	-4	-8	-2

(continued)
Results follow in this order: ERp5 block	RAD52 inh	E-selectin induc	esBAF inh	ARNT-TACC3 inh	PglD DTNB	RAD54 branch	Casp6 inh
CCn1c(SCC(=O)N2CCOCC2)nnc1C(C)NC(=O)c1ccccc1 (centres undefined)
→ 4	-4	0.3	x	-5	6	0	1
COc1ccc(C(CNC(=O)CN2C(=O)NC3(CCCC3)C2=O)N(C)C)cc1 (centres undefined)
→ 4	-7	x	14	-1	0	8	-3
Cc1ccc(S(=O)(=O)NCC(=O)N(CC(=O)NC2CCCCC2)CC2CCCO2)cc1 (centres undefined)
→ x	x	x	9	5	-1	-2	x
CCOC(=O)CN1CCc2c(C)nc3c(-c4ccc(OC)c(OC)c4)cnn3c21
→ x	x	x	6	5	0	9	x
Oc1c(/C=N/c2ncn[nH]2)ccc2ccccc12
→ x	x	x	-7	4	0	-24	x
O=C1CCCN1c1ccc(Br)cc1
→ x	x	x	1	-3	0	2	x
Cc1cc2c(nc1C)CCCN2S(=O)(=O)c1ccc(C#N)cc1
→ 1	-35	-0.1	x	x	x	x	-1
O=[N+]([O-])c1ccc(/C=N/n2c(-c3ccccc3)n[nH]c2=S)cc1
→ 1	-3	-0.1	-4	4	5	11	0
Cc1cc2c(cc(C(=O)N3CCC(C(=O)N4CCCC4)CC3)n2Cc2c(F)cccc2Cl)o1
→ 3	-10	0.0	-1	x	4	-5	3
Cc1ccc(Cc2c(-c3ccc(C#N)cc3)nc3c4ccccc4ccn23)cc1
→ 1	-47	-0.2	10	x	-5	-1	0
Cc1ccc(NC(=O)CN2C(=O)CNC2=O)cc1
→ -1	-3	1.7	-3	-4	-2	3	2
CNC(=O)CSc1nnc(-c2ccncc2)n1Cc1ccccc1
→ x	x	x	-7	-9	-2	-5	x
O=C(/C=C/NCc1cccnc1)C(F)(F)C(F)(F)F
→ 2	-26	-0.9	0	x	7	6	-3
CCCC(=O)Nc1nc2c(OC)ccc(OC)c2s1
→ -10	-2	x	-5	4	-2	6	4
CN1OC[C@@H]2CN(S(=O)(=O)c3cccc4ccccc34)[C@H](c3ccc(-c4ccccc4)cc3)C[C@@H]21
→ -9	-12	x	11	x	-1	8	-2
CC=Cc1ccc2n(c1=O)C[C@@H]1[C@@H](CO)[C@H](C(=O)NCCc3cn(C)cn3)[C@H]2N1C(=O)C1CCCC1 (mixture of isomers)
→ 0	-3	-0.1	4	0	-1	11	-2
CCOC(=O)N1CCC(Nc2cccc(SC)c2)CC1
→ x	x	x	15	5	-3	4	x
CCN(CC(=O)Nc1ccc2c(c1)OCCO2)C(=O)C1CCCCC1
→ x	x	x	0	-3	-1	-2	x
O=C(c1cnn2c1NC(c1ccco1)CC2C(F)(F)F)N1CCN(c2cccc(Cl)c2)CC1 (centres undefined)
→ x	x	x	7	-2	4	-9	x
N#Cc1ccc(-c2ccc3c(c2)[C@H]2[C@H](CCN2C(=O)Cc2ccccc2)[C@@H](CO)N3)cc1
→ -7	-27	1.1	1	-7	1	13	-2
O=C(CCN1C(=O)C2C3C=CC(C3)C2C1=O)N1CC(=O)N(CCc2ccccc2)C(=O)C1 (centres undefined)
→ x	x	x	-5	-9	-16	-6	x

Screening data (PubChem BioAssay)
